AddAB inh: less growth of phage-infected E. coli with AddAB; inhibition, % at 11.9 µM; E. coli expressing H. pylori AddAB, absorbance growth; 330,000 tested, 0.29% active; AID 435030; in the data active means inhibition above about 12%;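 further: 0% = vehicle wells of infected cells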
SUMO Mot1 rescue: inhibitors of SUMOylation pathway: yeast Mot1-301 growth rescue; S. cerevisiae Mot1-301 growth rescue, ATP luminescence, 38.5C; percent above DMSO median, 100 means doubled; growth rescue, % at 18.8 µM; 320,000 tested, 1% active;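 active means every valid replicate shows activation above 250% relative to neutral control wells; inactive means the rest, any valid replicate at or below 250%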;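 further: OY570 slx delta 5 strain wells were the positive control but not used for scaling; some compounds called inactive have numbers as strong as hits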
PKA-R1A activ: activates the PKA-R1A holoenzyme complex | 340,000 tested, 0.083% active | PKA-R1A dissociation, Cy5-IP20 fluorescence polarization; scaled: DMSO 0%, 113 µM cGMP 100% | P00514+P68181 | activation, % at 11.4 µM;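 active means percent activation above the mean of all tested compounds plus 3 SD, cut at about 19% in these data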;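 further: higher means more PKAc released from R1A so a rise in polarization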
phage Ecoli inh: E. coli growth loss with phage present; growth absorbance; inhibition, % at 11.9 µM; 360,000 tested, 0.26% active; AID 651602; in the data active means inhibition above about 11%
DSG3 Ab inh: inhibitors of pemphigus antibody binding to human desmoglein-3; AID 588358; 310,000 tested, 0.48% active; P32926; DSG3-coupled beads, scFv-anti-DSG3-GFP binding, flow cytometry; active compounds read low; binding (percent of control), % at 10 µM;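 active means binding more than 3 SD below its plate's average and above zero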;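 further: hits lower antibody fragment binding to DSG3; some compounds called inactive have numbers as strong as hits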
Target sequence (P32926 whole entry, looked up, the tested form may be a part): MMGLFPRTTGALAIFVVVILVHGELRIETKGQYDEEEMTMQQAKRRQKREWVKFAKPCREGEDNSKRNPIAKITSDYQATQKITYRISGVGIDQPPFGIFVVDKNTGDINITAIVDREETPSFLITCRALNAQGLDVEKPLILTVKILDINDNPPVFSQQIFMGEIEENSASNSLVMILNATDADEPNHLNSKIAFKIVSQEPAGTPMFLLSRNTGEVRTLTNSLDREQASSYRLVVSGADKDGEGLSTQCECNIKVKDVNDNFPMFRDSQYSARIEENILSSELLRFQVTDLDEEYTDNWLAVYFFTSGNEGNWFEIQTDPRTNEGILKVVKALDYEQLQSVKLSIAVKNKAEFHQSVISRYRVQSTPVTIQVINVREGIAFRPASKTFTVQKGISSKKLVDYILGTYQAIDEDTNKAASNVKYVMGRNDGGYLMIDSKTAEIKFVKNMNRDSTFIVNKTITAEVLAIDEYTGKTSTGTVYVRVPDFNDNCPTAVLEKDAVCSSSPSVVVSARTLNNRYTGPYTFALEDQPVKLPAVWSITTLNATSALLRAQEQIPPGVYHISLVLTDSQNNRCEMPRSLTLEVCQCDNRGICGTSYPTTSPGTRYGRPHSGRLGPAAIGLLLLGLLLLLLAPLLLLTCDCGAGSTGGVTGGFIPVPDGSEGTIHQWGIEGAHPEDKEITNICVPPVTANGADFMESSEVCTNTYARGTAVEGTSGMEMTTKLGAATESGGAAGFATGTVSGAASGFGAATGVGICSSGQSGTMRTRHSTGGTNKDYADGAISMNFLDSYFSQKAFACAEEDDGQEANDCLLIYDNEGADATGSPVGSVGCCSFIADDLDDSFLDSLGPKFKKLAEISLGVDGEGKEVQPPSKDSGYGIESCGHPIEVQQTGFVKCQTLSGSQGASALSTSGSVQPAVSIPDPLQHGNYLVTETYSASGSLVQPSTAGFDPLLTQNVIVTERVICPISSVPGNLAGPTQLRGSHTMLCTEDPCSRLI
Arr AP2 block: human beta-arrestin and AP2 interaction inhibition; inhibition, % at 10 µM; FITC-arrestin peptide / GST-AP2 beads, flow cytometry; AP2 beta2 appendage carries R879A mutation; 340,000 tested, 0.31% active; AID 504490;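 active means inhibition above a set limit, near 3 SD of compounds lacking own fluorescence, cut at about 54% in these data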;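 further: plate controls were DMSO wells for no effect and 5 µM unlabelled arrestin peptide for full effect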
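System: GST-AP2 R879A bound to glutathione beads, E. coli-expressed. Also added: 50 nM FITC-arrestin peptide. Schedule: compound with beads 12 min RT, then probe 1 h RT. Signal: bead flow cytometry, FITC channel. Read-out basis: percent response.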
Tat transport: blocks Tat-dependent protein export in E. coli. E. coli MC4100 TorA-mCherry Tat export, fluorescence. inhibition, % at 10 µM. 340,000 tested, 0.036% active. AID 488895;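 active means mean replicate inhibition at least 50% and at least half of replicates individually reaching 50%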;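 further: exported cargo escapes ClpAP degradation while cytoplasmic cargo is degraded and loses fluorescence; 0% = median of neutral control wells and 100% = median of NaSCN control wells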
MOR-DOR ag: agonists of human mu-delta opioid receptor heterodimerization | P35372+P41143 | 340,000 tested, 0.3% active | cells, OPRM1-OPRD1 heterodimerization, luminescence | AID 504326 | activation, % at 9.3 µM; in the data active means activation above about 18%;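 further: 0% = vehicle-treated cells and 100% = reference agonist; values of inactives mirror those of a sister screen read the other way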
PfHsp90 set2: inhibits growth of yeast expressing Plasmodium falciparum Hsp90 | S. cerevisiae expressing PfHsp90, BacTiter-Glo ATP, 48 h; yeast lacking PDR1 and PDR3 efflux regulators | inhibition, % at 9.4 µM | 310,000 tested, 0.32% active;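 active means every replicate shows inhibition above about 80%, whatever the replicate mean, limit read from the data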;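 further: 0% = DMSO neutral controls and 100% = 20 µM radicicol positive controls; yeast relying on Plasmodium falciparum Hsp90 in place of its own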
Ecoli viability: reduces bacterial viability in AddAB counter-screen | 330,000 tested, 0.27% active | inhibition, % at 11.9 µM | E. coli V3065 growth, OD600 absorbance, 18 h | AID 449728;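 active means inhibition above the campaign's mean inhibition across all tested compounds plus 3 SD, cut at about 9.9% in these data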;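 further: uninfected addAB+ strain grown without phage in ampicillin broth; 0% = DMSO wells and 100% = ciprofloxacin 0.95 µg/ml wells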
OPRM1-OPRD1 inv: inverse agonists of human mu-delta opioid receptor heterodimerization; P35372+P41143; cell-based MOR-DOR heterodimer luminescence, inverse agonism; inhibition, % at 9.3 µM; 340,000 tested, 0.21% active; AID 504357; in the data active means inhibition above about 22%, passing the limit was not always enough;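 further: 0% = cells with DMSO and 100% = wells without cells with DMSO; values of inactives mirror those of a sister screen read the other way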
* hit, by the source's call; . = not tested or not shown.

Screens in order: Arr AP2 block	Ecoli viability	SUMO Mot1 rescue	DSG3 Ab inh	MOR-DOR ag	OPRM1-OPRD1 inv	phage Ecoli inh	AddAB inh	PKA-R1A activ	PfHsp90 set2	Tat transport
CN(c1ccc(OCC(=O)N2CCOCC2)cc1)S(=O)(=O)c1ccc(Cl)cc1
  23	-2.0	-26	102	-2.4	13	3.4	-0.6	-10	-8	-1
CC1CCCN(C(=O)COC(=O)CNC(=O)c2sc3ccccc3c2Cl)C1 (stereo not drawn)
  5	-0.2	-8	.	-0.6	2	-0.6	1.9	-3	-15	2
CS(=O)(=O)c1ccc(C(=O)Nc2nc(-c3ccco3)c(-c3ccco3)s2)cc1
  19	.	.	101	1.4	-7	3.0	.	-7	.	7
COc1cc(CCNc2ccc3nnc(-c4ccccc4)n3n2)cc(OC)c1OC
  4	0.0	1	101	-1.0	6	2.7	-0.8	-8	-2	4
Cc1nnc(SCC(=O)Nc2nsc(-c3ccc(Cl)cc3)n2)s1
  -1	0.8	5	103	-1.0	5	5.3	1.7	0	.	7
CC[N+]1(C)CCC(=C2c3ccccc3CC(=O)c3sccc32)CC1 (stereo not drawn)
  1	1.6	1	100	-0.4	2	3.7	-0.2	2	-1	3
CC(CCc1ccco1)NC(=O)CSc1cc(=O)n(C)c2ccccc12 (stereo not drawn)
  1	-1.6	-2	96	-1.8	10	-0.2	4.2	3	14	-6
CC(c1ccc(Cl)cc1)n1c(-c2ccc3ccccc3n2)n[nH]c1=S (stereo not drawn)
  25	-1.4	-38	94	8.0	-45	2.6	1.7	4	-6	5
CCC/C(C)=N/NC(=O)c1ccccc1O
  -7	-1.0	8	104	-3.1	16	3.0	1.1	-6	20	-5
CCc1nc2oc3ccccc3c(=O)c2c(=O)n1-c1ccccc1
  2	2.5	10	102	-4.1	21	4.0	3.1	-5	2	-9
COc1ccc(NC(=O)Cn2nnc(-c3ccccc3NC(=O)C3CC3)n2)cc1
  18	-1.3	-10	100	-2.1	12	1.5	-2.4	-8	-2	-4
O=C(c1cnn(-c2ccccc2)c1)c1ccccc1O
  16	0.4	-2	98	2.5	-18	3.4	2.5	3	-2	20
COc1ccc(CCNC(=O)Cc2c(Cl)cccc2Cl)cc1
  4	3.1	-12	100	-0.4	2	3.7	1.9	9	9	-8
O=C(CSc1nc2ccccc2s1)N1c2ccccc2Sc2ccc(C(F)(F)F)cc21
  23	-0.4	41	96	1.3	-8	6.0	0.2	8	-23	-6
COc1ccccc1CNC(=O)C1CCC(CNS(=O)(=O)c2ccccc2)CC1 (stereo not drawn)
  -9	-2.4	0	99	-2.6	12	1.4	-1.3	8	11	-4
CCOC(=O)CSC1=C(C#N)C(c2ccccc2F)C(C(C)=O)=C(C)N1 (stereo not drawn)
  0	-0.6	332	102	1.1	-6	-0.7	-1.5	-3	21	6
COc1ccc(N2C(=O)CC(c3ccc(OC(C)C)cc3)C2=O)cc1 (stereo not drawn)
  20	0.3	-2	98	-3.1	18	2.7	1.4	-6	-9	11
COc1ccc(C(=O)O)cc1NCc1cccnc1
  8	-2.2	4	108	-1.0	6	3.8	4.1	4	-15	-6
Brc1ccsc1/C=N/Nc1ccccc1
  4	2.7	172	117	4.4	-22	0.9	2.4	-10	3	3
O=C(CSc1nncs1)Nc1ccc2c(c1)OCO2
  34	0.3	57	102	-1.8	9	4.4	0.7	-7	-18	-12
Cc1cccc(-n2c(Cc3cc(=O)[nH]c(=O)[nH]3)nnc2SCC(=O)Nc2cccc(C(F)(F)F)c2)c1
  12	-5.5	0	112	0.6	-4	2.5	-3.1	2	3	-3
S=C(Nc1cccc(Cl)c1)NC1CC2CCCC(C1)N2C1CCCC1 (stereo not drawn)
  -5	0.1	-10	108	7.6	-55	6.0	4.2	-1	11	-6
CCOC(=O)c1c(NC(=O)CSc2nnc(C)c(=O)[nH]2)sc2c1CCCC2
  2	-0.6	10	.	-2.7	16	-1.3	2.4	3	-31	3
CCc1ccc(OCCNC(=O)c2ccccc2SCc2ccccc2)cc1
  12	1.6	45	108	2.2	-13	1.7	1.9	4	3	-8
C=CCn1c(O)c(C2=c3ccccc3=NC2=O)s/c1=N/c1nccs1
  1	-1.0	2	81*	4.6	-27	3.5	-1.7	-1	-10	3
CN(Cc1cccs1)C(=O)CCNS(=O)(=O)c1ccc(Br)cc1
  -8	0.9	3	103	-3.0	12	2.4	2.3	-2	36	-5
[O-]/[N+](=C/c1ccccc1)c1ccccc1
  26	1.5	-12	100	-3.8	22	1.4	2.2	2	11	1
O=C(NC1CCCCC1)N1CCSC1=Nc1ccccc1
  17	0.0	38	101	6.8	-40	5.6	-0.2	-6	.	9
CCCn1c(=S)[nH]c2cc(C(=O)N(CCO)Cc3ccccc3)ccc2c1=O
  -3	0.9	259	104	-2.5	14	0.7	2.7	1	-4	5
NS(=O)(=O)c1ccc(CCNc2ccc(C(F)(F)F)cn2)cc1
  -9	-0.3	342	109	-2.5	14	4.2	3.4	-11	26	-4
Cc1cc(C)n(-c2ccc(-n3ccnc3)nn2)n1
  4	-0.5	-1	106	1.9	-11	1.5	0.4	16	-1	0
Clc1ccc(Nc2nc3cccnc3s2)cc1
  11	-0.5	-2	115	5.2	-25	3.7	1.0	-14	.	-12
Cc1cccc(NC(=O)Nc2c(C)[nH]c(=O)[nH]c2=O)c1C
  -17	-3.2	166	98	-1.7	8	1.3	-0.5	-2	-8	-7
CCc1ccc(OCC(=O)OC2CCS(=O)(=O)C2)cc1 (stereo not drawn)
  -5	0.4	0	98	-2.3	13	-0.2	0.5	6	16	-3
O=C(CCSc1nc(-c2ccc3c(c2)OCO3)cc(C(F)(F)F)n1)NCc1ccccc1
  7	-0.1	.	107	0.8	-5	3.0	1.3	-9	-13	1
CCCCN(C(=O)CSCc1ccc(C)cc1)c1c(N)n(Cc2ccccc2)c(=O)[nH]c1=O
  -1	.	.	107	-3.2	16	2.5	.	-5	-17	0
CN(C)CCO/N=C(\c1ccc(Br)cc1)c1cccnc1
  -16	1.0	-2	.	-2.8	14	1.2	0.2	7	-12	1
COc1ccccc1NC(=O)C(=O)N1CCCC1
  -8	2.2	-1	105	-3.1	16	4.0	-0.8	5	-1	1
CCn1c(SCC(=O)N2CCCc3ccccc32)nc2c(c1=O)SC(C)C2 (stereo not drawn)
  6	1.4	-2	104	-1.1	7	0.6	-2.1	-4	-14	0
FC(F)(F)COc1nc(N2CCCCC2)nc(N2CCNCC2)n1
  3	-0.8	-9	78	-0.5	2	2.9	3.0	6	66	0
C/C(=N/NS(=O)(=O)c1ccc(Br)cc1)c1ccc(NC(=O)c2ccc(C)o2)cc1
  26	0.3	12	106	-1.3	5	0.2	3.6	-5	19	-6
CCCCCCCC(=O)OCC(O)CO (stereo not drawn)
  2	-2.9	105	117	-2.7	15	3.3	-4.6	2	-33	-1
CC(=O)Nc1nc2n(n1)C(c1ccc(F)cc1)C=C(c1ccccc1)N2 (stereo not drawn)
  5	0.0	-12	.	-2.3	13	-0.5	0.7	2	5	2
Cc1ccc(NC(=O)c2nc[nH]c2C(=O)NCC(=O)OC(C)(C)C)cc1
  3	-4.6	5	102	1.8	-8	0.0	-2.3	12	8	-5
c1ccc2c(c1)oc1c(NCc3ccc4c(c3)OCO4)ncnc12
  -8	-1.2	-7	102	-0.3	2	.	1.9	-6	7	0
Cc1cccc(NC(=S)NN2CCN(C)CC2)c1C
  -5	0.5	-1	92	-2.6	13	3.2	3.0	-3	-25	0
Cn1nnnc1SCC(=O)NCc1cccc(C(=O)O)c1
  0	-0.4	117	91	-2.9	14	0.6	1.1	-6	.	-1
Cc1ccc(C)c(OCc2cc(C(=O)N(C)Cc3nccn3C)no2)c1
  9	-0.1	-15	.	0.3	-2	-0.4	-0.6	-8	.	2
O=C(CSc1nc(-c2ccc(F)cc2)nc2ccc(F)cc12)Nc1cccc(C(=O)O)c1
  29	0.2	147	97	-1.7	8	2.9	-2.2	-4	4	-6
CC(=O)Nc1cc(-c2ccc(F)cc2)[nH]n1
  0	1.9	-8	108	-0.7	3	0.9	0.7	-5	-13	1
Cc1cc(C)c2sc(N(CCCN(C)C)C(=O)CN3C(=O)c4ccccc4C3=O)nc2c1
  39	-0.1	-10	102	-0.8	4	1.4	-1.3	1	11	14
CCOC(=O)C1(Cc2cccc(F)c2)CCN(Cc2ccc(COC)o2)CC1
  -21	-0.2	144	99	0.3	-2	1.5	2.0	-7	13	-7
C=CCC1(NC(C)c2ccccc2)CCCCC1 (stereo not drawn)
  13	-0.5	17	.	1.7	-8	2.8	1.8	-7	-15	-7
COc1ccccc1NC(=O)C1CCCCC1
  7	-1.0	-4	89	-2.1	13	1.6	1.9	-6	6	-3
COc1ccc(N2C(=O)CSC2c2ccc([N+](=O)[O-])cc2)cc1 (stereo not drawn)
  -13	2.4	580*	97	-2.7	13	3.1	1.2	20*	-13	0
COc1ccccc1NC(=O)c1ccc(-n2cccn2)nc1
  5	-1.6	.	99	-2.3	12	-0.2	1.0	-4	6	-1
CC(C)c1ccc(NC2CCCN(C(=O)c3cc(C(C)C)[nH]n3)C2)cc1 (stereo not drawn)
  -9	.	.	102	0.7	-4	0.0	.	10	2	12
O=C(NCc1cccs1)c1ccc(S(=O)(=O)N2CCCCC2)cc1
  0	-0.6	-8	96	0.3	-1	1.4	2.7	-6	8	9
Cc1ccccc1C(=O)Nc1cccc(NC(=O)c2ccc(-c3ccc(Br)cc3)o2)c1
  13	0.3	-3	102	-2.1	11	4.0	0.6	1	-5	-8
COc1cccc(/C=C2\N=C3CCCCCN3C2=O)c1
  1	-0.9	.	.	-3.0	16	-0.4	2.6	-5	-16	-13

Further compounds
Screens in order: Arr AP2 block	Ecoli viability	SUMO Mot1 rescue	DSG3 Ab inh	MOR-DOR ag	OPRM1-OPRD1 inv	phage Ecoli inh	AddAB inh	PKA-R1A activ	PfHsp90 set2	Tat transport
Cc1ccc(CN(C)C(=O)CSc2nnc3n2CCCCC3)c(C)c1
  -2	2.8	-16	.	-4.5	17	1.9	-0.5	4	-9	0
CC(=O)c1ccc(S(=O)(=O)N2CCN(C(=O)c3cccc(S(=O)(=O)N4CC(C)OC(C)C4)c3)CC2)cc1 (stereo not drawn)
  -4	.	.	107	-2.1	8	0.3	.	-2	.	-6
CCCCN(CC(=O)NC1CCCC1)C(=O)C(=O)Nc1ccc2c(c1)OCCO2
  -7	0.2	-5	93	-0.5	3	3.9	1.6	-6	24	-6
O=C1c2ccccc2C(=O)N1CC(=O)N1c2ccccc2Sc2ccc(C(F)(F)F)cc21
  2	-1.0	-12	81	-1.6	8	1.5	3.2	3	1	0

Source: PubChem BioAssay
